Source: PubChem (several laboratories)
RmlC RmlD mix – RmlC/RmlD inhibition, mixture screen | AID 1532 | 0.39% of 110,000 active | inhibition, % at 5.5 µM | RmlC/RmlD coupled enzyme inhibition, 384-well mixture HTS; in the data active means inhibition above about 30%, passing the limit was not always enough; inconclusive means no clear call, values can overlap the other calls; further: strong numbers were not always called active
HIV RNase H inh – blocks HIV-1 RNase H cleavage of RNA/DNA duplex; P04585; RT-RNase H RNA/DNA duplex cleavage, fluorescence; inhibition, % at 10 µM; 1.9% of 65,000 active; AID 565; in the data active means inhibition above about 50%
* hit, by the source's call; ? = inconclusive; nt = not tested or not shown. An excerpt. The share of hits here may be higher or lower than overall.

The line under a structure holds: RmlC RmlD mix	HIV RNase H inh
COc1ccc(-c2csc(N(Cc3ccccc3)C(=O)COc3ccc(Cl)cc3)n2)cc1
  2	nt
Cc1cccc(NC(=O)Nc2cccc(C#N)c2)n1
  80	-56
CC(C)(C(=O)c1ccccc1)/[N+]([O-])=C/c1ccc(Br)cc1
  5	nt
O=C1NC[C@@H](Cc2ccc(O)cc2)N(CC2CCCCC2)C1=O
  2	nt
Cc1ccc(CNC(=O)c2ccc(CNc3c(N4CCCC4)c(=O)c3=O)cc2)cc1
  6	nt
Cn1nc(C(F)(F)F)c2cc(C(=O)Nc3ccc(Cl)cc3)sc21
  -13	nt
Cc1ccccc1CS(=O)(=O)CCC(=O)NCCCN1CCOCC1
  nt	-25
c1cncc(-c2nc3c4ccccc4nc(N4CCC(N5CCCCC5)CC4)n3n2)c1
  nt	-31
Cc1ccc(C)c(N(CC(=O)N(C)C)S(C)(=O)=O)c1
  -9	-4
CN1CCN(Cc2c(O)c(Cl)cc3c(-c4ccccc4)cc(=O)oc23)CC1
  -9	7
C=CCn1c(NCCOC)nc2c1c(=O)n(C)c(=O)n2C
  21	0
Cc1ccc2cc(CN(C(=O)c3ccco3)c3ccccc3)c(=O)[nH]c2c1
  ?	49
COc1ccccc1C/C(N)=N/OC(=O)c1cccc([N+](=O)[O-])c1
  -1	nt
O=C(NCC1CCCO1)c1cc(-c2ccc(Cl)cc2Cl)on1 (stereo unspecified)
  -8	nt
Cc1ccc(-c2nn3c(C)nnc3s2)cc1NC(=O)c1ccc(-c2ccc(Cl)cc2Cl)o1
  -19	60*
CCC(C(=O)N1CCc2cc(OC)c(OC)cc2C1)c1ccccc1 (stereo unspecified)
  -13	-10
CC1CCN(c2c(NCc3ccc(C(=O)N4CCc5ccccc54)cc3)c(=O)c2=O)CC1
  -10	nt
Cn1c(CN2CCOCC2)nnc1SCC(N)=O
  -13	nt
O=C(CCc1ccc(S(=O)(=O)N2CCOCC2)cc1)Nc1ccc(N2CCOCC2)cc1
  1	nt
COC(=O)CCC/C=C1/SCC(NC(=O)c2ccccc2)C1O (stereo unspecified)
  6	-6
Cc1ccc2nsnc2c1S(=O)(=O)NCc1ccncc1
  -15	-13
O=c1c2ccccc2n(Cc2cccc(F)c2)c(=O)n1C1CCCC1
  -13	-16
COn1c(=O)c(=O)n(OC)c2ccccc21
  -10	nt
CCOc1ccc2nc(NS(C)(=O)=O)sc2c1
  1	55*
CCCCN(C(=S)Nc1ccccc1)C1CCS(=O)(=O)C1 (stereo unspecified)
  -12	nt
COC(=O)COc1ccc(S(=O)(=O)Nc2ccccc2SC)cc1
  -14	-21
CCOC(=O)Nc1cc(=O)c2ccccc2o1
  -1	-14
CCOC(=O)c1nnn(-c2nonc2-n2cccc2)c1CCl
  -5	nt
O=C(NCCCN1CCOCC1)c1onc(CSc2ccncc2)c1C(=O)NCCCN1CCOCC1
  20	nt
O=c1cc(-c2ccccc2Cl)oc2c(NS(=O)(=O)c3cccc4nsnc34)ccc(O)c12
  3	nt

Four structures from above, arranged by length of the SMILES, high to low:
The line under a structure holds: RmlC RmlD mix	HIV RNase H inh
COc1ccc(-c2csc(N(Cc3ccccc3)C(=O)COc3ccc(Cl)cc3)n2)cc1
  2	nt
Cc1ccc2cc(CN(C(=O)c3ccco3)c3ccccc3)c(=O)[nH]c2c1
  ?	49
O=C(NCC1CCCO1)c1cc(-c2ccc(Cl)cc2Cl)on1 (stereo unspecified)
  -8	nt
Cn1c(CN2CCOCC2)nnc1SCC(N)=O
  -13	nt

(further entries)
The line under a structure holds: RmlC RmlD mix	HIV RNase H inh
Cc1cccc(NC(=O)c2nc[nH]c2C(=O)N[C@@H](C)C(=O)OC(C)(C)C)c1
  5	nt
Cc1ccnc2c(N3C(=O)C4C5C=CC(C5)C4(C)C3=O)cccc12 (stereo unspecified)
  5	-8
N#C/C(=C/c1ccc(N2CCOCC2)c([N+](=O)[O-])c1)C(N)=O
  5	nt
CC(=O)c1c(N2CCN(c3ccccc3)CC2)nc(=S)n(-c2ccccc2)c1C
  8	0
CCOC(=O)N1CCN(C(=O)C2CCC(C(=O)N3CCN(C(=O)OCC)CC3)CC2)CC1 (stereo unspecified)
  nt	3
COc1ccc(N2CCN(Cc3nc(N)nc(Nc4ccccc4OC)n3)CC2)cc1
  9	3
COC(=O)C1=C(C)N(c2cccc(C(C)=O)c2)C(=O)C1
  -40	-6
CC(C)(C)C1CCC2(CC1)NC(=S)N(c1ccccc1)N2 (stereo unspecified)
  -1	nt
O=C(CCCC(=O)N(CC(=O)NC1CCCC1)Cc1ccc(F)cc1)Nc1ccccn1
  -9	-8
COC(=O)Nc1ccc2c(c1)ncn2C1CCCCC1
  9	-24
Cc1cccc(NC(=O)CSc2nnc(CCC(=O)Nc3ccc(C)c(Cl)c3)n2C)c1
  -12	nt
Cc1cccc(OCCNC(=O)c2ccc(Oc3ccc(C(F)(F)F)cc3[N+](=O)[O-])cc2)c1
  1	nt
CC(=O)[C@]1(O)Cc2c(O)c3c(c(O)c2[C@@H](O[C@H]2C[C@H](N)[C@H](O)[C@H](C)O2)C1)C(=O)c1ccccc1C3=O
  -4	nt
CCOC(=O)C(C(=O)OCC)C(CC(=O)C1CC1)c1ccccc1 (stereo unspecified)
  6	-2
Cn1nc(-c2ccc(Cl)cc2)c2cc(C(=O)N3CCN(C(=O)c4ccco4)CC3)sc21
  8	0
CCOc1cc(NC(=O)c2ccco2)c(OCC)cc1NC(=O)CCC(=O)NCc1cccnc1
  -7	3
Cc1ccc(Cn2c(C)c3cnn(CC(=O)N4CCC5(CC4)OCCO5)c(=O)c3c2C)cc1
  nt	-4
O=C(Nc1ccc(Cl)cc1Cl)C1=Cc2ccccc2OC1
  -10	nt
CC(NC(=O)OC(C)(C)C)C(=O)N1CCCC1C(=O)NC(Cc1ccccc1)C(N)=O (stereo unspecified)
  -10	-27
Cc1cc(NC(=O)c2ccc(S(=O)(=O)N(C)C)cc2)n(-c2ccccn2)n1
  3	nt
Cc1ccc(C(c2nnnn2CC2CCCO2)N2CCN(c3cccc(C)c3C)CC2)cc1 (stereo unspecified)
  6	18
COC(=O)C1CCN(C(=O)c2ccccc2NC(C)=O)CC1
  8	1
Cc1cccc(-n2c(N)cc(=O)[nH]c2=S)c1
  3	4
CN(C)CCC(O)(c1ccccc1)c1ccccc1
  -10	nt
O=C(c1c[nH]c2ccc(F)cc2c1=O)N1CCCCCC1
  -5	nt
O=C(Nc1cccc(F)c1)N1CC=C(c2ccc(Cl)cc2)CC1
  5	nt
Cn1cnc2c1c(=O)n(Cc1cccc(Br)c1)c(=O)n2C
  1	-55
CCN1CCN(c2cc(=O)n(C3CCCCC3)c(=O)[nH]2)CC1
  7	-12
CCc1nnc(NC(=O)CCc2ccc(C)o2)s1
  -5	nt
O=C(c1ccccc1)N1CCN(c2ccccc2F)CC1
  -2	-8

Record cards, as listed above:
Cc1cccc(NC(=O)CSc2nnc(CCC(=O)Nc3ccc(C)c(Cl)c3)n2C)c1 reads RmlC RmlD mix: -12; HIV RNase H inh: nt
Cc1cccc(OCCNC(=O)c2ccc(Oc3ccc(C(F)(F)F)cc3[N+](=O)[O-])cc2)c1 reads RmlC RmlD mix: 1; HIV RNase H inh: nt

(list continues)
The line under a structure holds: RmlC RmlD mix	HIV RNase H inh
COc1ccc(-c2ccc(=O)n(CC(=O)Nc3ccc(C(=O)NC4CC4)cc3)n2)cc1OC
  -2	nt
CCO[C@@H]1OC(C(=O)NC2CC2)=C[C@H](C)[C@H]1CCCO
  -10	nt
Cc1csc(NC(=O)C2CCCN2C(=O)OCC(C)C)n1 (stereo unspecified)
  -7	2
Cn1c(Cn2cnc3ccccc32)nnc1SCC(=O)CC(=O)Nc1ccccc1
  -22	-5
CC(Cc1ccccc1)(NC(=O)CN)c1ccccc1 (stereo unspecified)
  -18	nt
Nc1c(C(=O)Nc2ccccc2)sc2nc3c(c(-c4ccco4)c12)CCC3
  6	nt
Cc1cccc(N2CCN(C(=O)C3CCN(S(=O)(=O)c4cccnc4)CC3)CC2)c1C
  22	nt
COc1ccc(NC(C)=O)cc1NC(=O)CSc1nc2ncccc2[nH]1
  5	-11
O=S(=O)(Nc1cccc(C(F)(F)F)c1)c1cccnc1
  -5	-4
COc1ccccc1NC(=O)N1CCN(c2ccc(F)cc2)CC1
  -11	nt
O=C(OCc1ccccc1F)c1ccc2c(c1)OCCO2
  -7	-50
COc1cccc2cc(-c3cn4ccc(C)cc4n3)c(=O)oc12
  3	nt
O=C(CCc1ccccc1)NC(NC(=S)Nc1ccc(Cl)cc1)C(Cl)(Cl)Cl (stereo unspecified)
  -13	nt
O=C(Cn1cnc2c(cnn2-c2ccccc2Cl)c1=O)N1CCc2ccccc21
  4	-13
O=C(O)c1c(F)c(F)cc2ccccc12
  nt	-3
CCCCCCc1cc2cc(-c3nnc(-c4ccccc4OC)o3)c(=O)oc2cc1O
  181*	nt
Cc1cc2oc(C(=O)NCc3ccncc3)c(C)c2cc1C
  7	-26
CCn1c(COc2ccc3c(c2)CCCC3)nnc1SCC(=O)Nc1nccs1
  10	62*
CC(=O)Cc1nsc(NC(=O)c2cccs2)n1
  8	nt
COC(=O)C1=C(C)N(CCCC(=O)O)C(=O)NC1c1cccc(OC)c1 (stereo unspecified)
  -313	nt
CCn1c(CCCNC(=O)c2cccs2)nc2ccccc21
  -46	-9
O=C1CCn2nc(-c3ccc(Cl)cc3)cc2N1
  5	-10
Oc1[nH]c2ccccc2c1OCc1ccncc1
  -11	3
O=C(NC1CCCC1)C(c1ccncc1)N(Cc1ccccc1)C(=O)Cc1cccs1 (stereo unspecified)
  5	nt
Cc1ccc(S(=O)(=O)Nc2c(C)ccc3nsnc23)cc1
  -10	nt
CC1CCN(c2nc3c(c(=O)[nH]c(=O)n3C)n2Cc2ccccc2Cl)CC1
  -8	-40
Cc1cc(=O)[nH]c(=S)[nH]1
  4	-4
Clc1ccc(Nc2nc(NCCN3CCOCC3)nc(N3CCOCC3)n2)cc1
  -12	-13
CCC(=O)N(Cc1cc2c(C)cc(C)cc2[nH]c1=O)C1CCCCC1
  14	10
Cc1cc(NCc2ccccc2Cl)n2nnnc2n1
  -10	-6

Brought forward from above: 3 entries; new compounds follow.
The line under a structure holds: RmlC RmlD mix	HIV RNase H inh
Clc1ccc(Nc2nc(NCCN3CCOCC3)nc(N3CCOCC3)n2)cc1
  -12	-13
CCC(=O)N(Cc1cc2c(C)cc(C)cc2[nH]c1=O)C1CCCCC1
  14	10
Cc1cc(NCc2ccccc2Cl)n2nnnc2n1
  -10	-6
Cn1c(C(=O)N2CCN(Cc3ccccc3)CC2)cc2c(=O)n(C)c3ccccc3c21
  1	-5
Cc1nn(C)c(Oc2ccc(Cl)cc2)c1C=O
  5	nt
CC(C)N(C(=O)CSc1nn2c(=O)c(C(C)(C)C)nnc2s1)c1ccccc1
  4	1
CC(NCc1ccc(Cl)cc1Cl)C(O)c1ccccc1 (stereo unspecified)
  15	nt
C=C(C)C(=O)Nc1cccc(C2=NOC3(C2)C[C@H](C(N)=O)N(C(=O)C(c2ccccc2)c2ccccc2)C3)c1 (stereo partly specified)
  4	nt
CCc1c(O)nc(SCC(=O)NC(C)(C)C)n(-c2ccccc2)c1=O
  -11	nt
Cc1ccc(C(=O)Oc2ccc3c(c2)ncn3C)cc1
  12	-6
Cc1csc(C2=C(O)CN(CCc3ccccc3)C2=N)n1
  3	-2
Nc1nc(-c2ccc(Br)s2)c(Br)s1
  0	17
CCOc1c2ccc(C(=O)NCc3cc(C(F)(F)F)cc(C(F)(F)F)c3)cc2nn1C
  -31	nt
Cc1cc(C(=O)O)sc1C
  -6	3
CCOC(=O)N1CCN(S(=O)(=O)c2ccc(OC)c(OC)c2)CC1
  9	nt
COc1ccc(CCN(Cc2cccs2)S(=O)(=O)c2ccc(-n3cnnn3)c(OC)c2)cc1OC
  4	nt
COc1ccc2c(-c3ccccc3)cc(N3CCOCC3)nc2c1
  1	-26
Cc1snc2sc(C(=O)c3ccc(Br)cc3)c(N)c12
  -8	nt
COc1ccc(NC(=O)CN2CCN(CC(=O)Nc3ccccc3F)CC2)cc1OC
  -6	-10
CCN1/C(=C2/OC(=S)N(C)C2=O)Sc2ccccc21
  8	nt
Cc1ccnc2nc(C(=O)N3CCN(c4ccc(F)cc4)CC3)nn12
  -1	nt
O=C(Nc1nc2ccccc2[nH]1)C1CC(=O)N(c2ccc3c(c2)OCCO3)C1 (stereo unspecified)
  3	16
CSc1c(-c2ccccc2)nc2ccc(Cl)cc2c1C(=O)O
  5	nt
CCC(=O)NCCc1nc(-c2ccccc2)no1
  6	nt
CCOc1ccccc1NC(=O)Nc1cccc(C(C)=O)c1
  -7	nt
Cn1c(=O)[nH]c(=O)c2c1nc(N1CCOCC1)n2CC(O)COc1ccc2ccccc2c1 (stereo unspecified)
  14	-3
c1nnnn1C12CC3CC(CC(C3)C1)C2
  -8	nt
COc1ccc(S(=O)(=O)N2CCN(C(=O)c3cccs3)CC2)cc1OC
  6	-7
CC(C)(C)c1ccc(OCCNC(=O)c2ncn[nH]2)cc1
  -8	nt
O=c1c2nnn(Cc3ccccc3)c2ncn1C/C=C/c1ccccc1
  -7	-9
COc1ccc(C(=O)c2ccc3oc(-c4ccc(OC)cc4)c(C#CCCO)c3c2)cc1
  -9	nt
Cc1cc(NC(=O)CSc2nnc(-c3c[nH]c4ccccc34)n2C)no1
  8	nt
Cn1c(CN2CCOCC2)nnc1SCC(=O)NC1CCCCC1
  17	-10
CC(c1ccccn1)N(CCN(C)C)C(=S)Nc1ccccc1F (stereo unspecified)
  5	nt
O=C(Nc1ccc(Cl)cc1)N(C1=NCCC1)c1ccc(OC(F)F)cc1
  -1	nt
O=C(Nc1ccc2c(c1)OCO2)Nc1ccc(Br)cn1
  8	37
